FBW7 activator = FBW7 E3 ligase activators, primary screen, biochemical, AlphaScreen, human; F-box/WD repeat-containing protein 7 (Homo sapiens), Q969H0; normalized activity (activation), % at 26.1 µM; AID 1259310, 2017; AlphaScreen FBW7–phospho-cyclin E peptide binding, activator screen; actives 0.13% (n = 650,000); in the data active = normalized activity above about 1.9%;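 also: purified mutant Fbw7 with reduced substrate affinity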
Target sequence (Q969H0 whole entry, looked up): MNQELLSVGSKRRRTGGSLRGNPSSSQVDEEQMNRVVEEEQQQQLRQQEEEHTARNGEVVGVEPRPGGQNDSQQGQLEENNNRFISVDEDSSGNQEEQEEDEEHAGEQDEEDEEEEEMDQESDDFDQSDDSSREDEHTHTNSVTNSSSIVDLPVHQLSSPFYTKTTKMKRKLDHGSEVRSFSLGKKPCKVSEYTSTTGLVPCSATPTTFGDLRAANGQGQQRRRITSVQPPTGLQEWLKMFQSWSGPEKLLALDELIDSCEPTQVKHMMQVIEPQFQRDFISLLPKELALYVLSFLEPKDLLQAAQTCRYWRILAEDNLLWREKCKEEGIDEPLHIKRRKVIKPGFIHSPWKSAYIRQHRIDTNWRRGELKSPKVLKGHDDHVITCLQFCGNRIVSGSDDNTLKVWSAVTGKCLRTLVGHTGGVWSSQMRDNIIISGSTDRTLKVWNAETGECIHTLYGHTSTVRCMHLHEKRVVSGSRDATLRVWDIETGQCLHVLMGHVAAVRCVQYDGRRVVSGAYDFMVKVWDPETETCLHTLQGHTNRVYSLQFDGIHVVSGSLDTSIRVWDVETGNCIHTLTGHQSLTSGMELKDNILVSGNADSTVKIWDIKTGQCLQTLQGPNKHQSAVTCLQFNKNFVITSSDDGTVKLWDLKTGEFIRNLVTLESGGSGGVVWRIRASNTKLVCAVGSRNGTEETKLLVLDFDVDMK
MITF primary = MITF inhibitors, primary screen, biochemical, AlphaScreen, human. AlphaScreen MITF homodimerization, bead proximity signal. actives 0.91% (n = 650,000). Microphthalmia-associated transcription factor (Homo sapiens), O75030. inhibition, % at 2.6 µM. AID 1259374, 2018; in the data active = inhibition above about 50%;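 also: 0% = vehicle wells with protein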
GPR151 activ = activators of human GPR151, primary screen, cell-based, PathHunter beta-arrestin, luminescence. G-protein coupled receptor 151 (Homo sapiens), Q8TDV0. AID 1508602, 2020. PathHunter beta-arrestin GPR151 cells. actives 1% (n = 650,000). activation, % at 11.2 µM; in the data active = activation above about 4.9%;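 also: 0% = median of compound wells and 100% = cells with positive control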
TEAD-YAP inh = TEAD-YAP interaction inhibition, primary screen, TEAD-YAP interaction inhibitor project, luminescence, HEK-TIYL cells; TEAD-Gal4/YAP UAS-luciferase luminescence; inhibition, % at 9.12 µM; actives 1.4% (n = 640,000); in the data active = inhibition above about 32%;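 also: 0% = median of test compound wells and 100% = reference inhibitor wells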
Numbers without * were called inactive; & = joins results of further samples.

SMILES	FBW7 activator	MITF primary	GPR151 activ	TEAD-YAP inh
C[C@H]1NC(=O)[C@@H]2C[C@H](NC(=O)Nc3ccccc3)CN2C1=O	0.1	-2	0.4	8
CCCN1C(=O)c2ccccc2NC1c1ccc(O)c(OC)c1 (stereo not given)	0.0	16	-0.4	45*
CS(=O)(=O)N(Cc1ccc(C(=O)NN=C2CCCCCC2)cc1)c1ccccc1	0.4	27	0.6	-11
COc1cc(CNc2nccnc2-c2ccccc2Cl)cc(OC)c1OC	0.4	29	-0.2	-5
Cc1occc1C(=O)Nc1ccc([N+](=O)[O-])cc1Cl	-0.1	-17	3.1	-16
Cc1ccc(NC(=O)CSC2=NC(=O)C(c3ccccc3)C(=O)N2)cc1 (stereo not given)	-0.1	19	-1.0	9
CC(=O)c1cccc(NC(=O)/C=C/c2ccc(F)cc2)c1	-0.1	25	-0.1	-28
O=C(Nc1ccc2c(c1)OCO2)c1oc2ccccc2c1NC(=O)C1CC1	0.0	-15	1.8	1
Cc1cccc(NC(=O)c2c(-c3ccccc3Cl)noc2C)n1	0.1	18	1.0	-4
Fc1ccccc1CO/N=C1\CCCc2nonc21	0.0	-5	0.6	-22
O=C(Cn1nc(-c2ccc(F)cc2)ccc1=O)NCCc1ccccc1	0.0	-2	0.4	7
COc1ccccc1N1CCN(c2cc(=O)n(-c3ccccc3Cl)c(=O)[nH]2)CC1	-0.1	-2	0.4	6
Cc1ccccc1NC(=O)N(Cc1cccnc1)Cc1cc2cccc(C)c2n2nnnc12	0.6	6	-0.4	3
COc1ccc(C2C(C(=O)N(C)Cc3ccccc3)c3ccccc3C(=O)N2c2ccc(OC)cc2)cc1 (stereo not given)	0.0	19	3.3	10
CCC(=O)N1CCc2cc(S(=O)(=O)CCC(=O)O)ccc21	-0.2	14	-0.9	-1
CCCC1CCC(c2ccc(C(=O)NNC(=O)c3ccccc3C)cc2)CC1 (stereo not given)	0.0	-12	-1.3	-1
CC(C)(C)C(=O)CSc1nccc(=O)[nH]1	0.1	-14	-0.2	6
CN(C)c1ccc(C2C3=C(Nc4ncnn42)c2ccccc2OC3c2ccc(Br)cc2)cc1 (stereo not given)	-0.1	1	0.6	-14
Cc1ccc(C2=C/C(=C\c3ccccc3C)C(=O)O2)cc1	-0.1	-19	-0.5	-26
COC(=O)C1=C(C)N(C)C(C)=C(C(=O)OC)C1c1cc(Br)ccc1OC	0.1	14	0.2	19
COc1ccc(OC)c(CNC(=O)c2cc(=O)[nH]c3ccccc23)c1	-0.3	-3	-0.6	1
COc1cccc2cc(-c3csc(Nc4ccc(C(C)=O)cc4)n3)c(=O)oc12	0.1	6	-0.2	-5
CC(C)CCC1(C2CCN(C(=O)C(=O)CC(C)C)CC2)NC(=O)N(CCN(C)C)C1=O (stereo not given)	-0.1	2	-1.3	-5
N#C/C(=C/c1ccccc1)C(=O)Nc1ccccc1Cl	-0.1	9	1.0	6
CCc1ccccc1N(C)S(=O)(=O)c1ccc2[nH]cc(C(=O)NCc3ccccn3)c(=O)c2c1	0.0	1	-0.1	3
The list goes on:
SMILES	FBW7 activator	MITF primary	GPR151 activ	TEAD-YAP inh
COCCNc1nccn2c(-c3ccoc3)cnc12	2.1*	7	-1.2	-4
COc1ccc(Cl)cc1NC(=O)c1nccnc1CO	-0.1	10	-1.7	-2
Oc1c(Cl)cc(Cl)cc1/C=N/Nc1nc2ccccc2[nH]1	-0.1	-22	0.4	61*
C=CCOc1ccccc1/C=C1\SC(N2CCOCC2)=NC1=O	-0.1	4	0.3	-20
CCN(C(=O)c1cc([N+](=O)[O-])ccc1N1CCN(CCO)CC1)c1ccccc1	0.1	3	1.7	-3
COc1ccccc1-c1c(C)nn2c(NCCCN3CCCC(C)C3)cc(C)nc12 (stereo not given)	-0.5	-10	0.4	-11
Cc1ccc(C(=O)COC(=O)c2cc(Cl)c(Cl)cc2C(=O)OCC(=O)c2ccc(C)c(C)c2)cc1C	-0.1	15	-0.2	13
CCCc1cc2c(=O)c(-c3ccc4c(c3)OCCO4)c(C(F)(F)F)oc2cc1O	-0.1	-5	1.4	-7
CCSC1=C(C#N)C(c2ccccc2Cl)C(C(=O)OC)C(=O)N1 (stereo not given)	0.7	-2	0.0	0
COc1ccc(N2C(=O)C(CC(=O)Nc3ccccc3)N(CCC(C)C)C2=O)cc1 (stereo not given)	0.1	6	-0.4	-3
COc1ccc(-n2cc3c([N+](=O)[O-])cc([N+](=O)[O-])cc3n2)cc1	-0.2	-2	0.9	-1
Cc1ccc(NS(=O)(=O)c2cccc(F)c2)cc1	-0.1	3	1.0	13
CC1CC1c1ccc(/C=C(\C#N)C(=O)Nc2ccccc2F)o1 (stereo not given)	0.1	1	0.2	-49
Cc1cc2ccccc2n2c(=O)n(CC(=O)N3CCCC3)nc12	0.0	6	0.5	-1
O=S(=O)(CCCOc1ccc(F)cc1)NCc1cccnc1	-0.2	-6	2.1	-4
Cc1ccc2c(c1)C(=O)CCCCC(=O)N2	0.0	-1	-0.1	6
CCOc1ccc(Nc2ccc3noc4c3c2C(=O)c2ccccc2-4)cc1	0.0	-2	2.0	4
CN(C)/C=C/c1cc2c(cn1)C(=O)c1ccccc1-2	0.0	19	-1.9	-3
COc1ccc(C(=O)NNC(=O)c2cccc(O)c2)cc1OC	0.1	3	0.2	-2
CC1=C(C(=O)OC2CCCC2)C(c2cccc(O)c2)C2=C(CC(c3cccs3)CC2=O)N1 (stereo not given)	-0.1	31	-0.6	9
O=C(NCc1ccccc1Cl)C1CCN(Cc2ccccc2O)CC1	-0.1	-4	0.3	6
COc1ccccc1N1CCN(c2nc(CNC(=O)C(C)(C)O)nc3ccccc23)CC1	0.0	-1	0.3	26
CCCNc1ccc2ncc(-c3cccc(N)c3)n2n1	-0.3	-8	-1.0	21
C[C@H](CCC(=O)O)[C@H]1CC[C@H]2[C@@H]3CC[C@@H]4C[C@H](O)CC[C@]4(C)[C@H]3CC[C@]12C	-0.1&0.0&-0.1	-22&-12&2	-0.2&1.9&0.5	-1&-2
CCN1CCN(C(=O)C2CCCN2c2nnc(N3CCCC3=O)s2)CC1 (stereo not given)	-0.1	1	-0.2	5
Additional records:
SMILES	FBW7 activator	MITF primary	GPR151 activ	TEAD-YAP inh
COC(=O)c1c(NC(=O)c2nc3ncccn3n2)sc(C(N)=O)c1C	-0.4	0	0.5	7
CC(C)Cn1c2c(c(=O)[nH]c1=O)C(NC(=O)C1CC1)(C(F)(F)F)C(=O)N2 (stereo not given)	0.1	8	0.9	4
COc1cc(NC(=O)c2cccc(-n3cc(NC(=O)CCc4cccc(C)c4)cn3)c2)cc(OC)c1OC	-0.1	4	1.0	26
CC1CCCCN1CCNC(=O)C1CCN(S(=O)(=O)N2CCCCC2)CC1 (stereo not given)	1.0	8	1.0	3
C#CCOc1ccc(C2C(C#N)=C(N)OC(C)=C2C(=O)OCC)cc1OC (stereo not given)	-0.1	13	-0.3	0
O=C1CCN(Cc2c[nH]c3ccccc23)CCN1Cc1cccc(F)c1	0.0	1	1.1	8
O=c1[nH]c2ccccc2cc1CN(CC1CCCO1)S(=O)(=O)c1ccccc1 (stereo not given)	0.2	10	2.1	2
O=C(Cc1ccccc1[N+](=O)[O-])Nc1ccccc1C(=O)NCc1ccco1	0.3	16	0.3	-2
CCCCn1nc(C(N)=O)c2ccccc2c1=O	0.2	11	0.8	3
CCN(CC)c1ccc(C=Nc2ccc(NC(C)=O)cc2)cc1	0.1	2	-0.9	13
CC(=O)Nc1scc(-c2ccc3c(c2)OCO3)c1C#N	0.8	7	0.3	-13
N#C/C(=C\c1cccc(O)c1)c1nc2ccccc2o1	-0.1	8	0.7	0
Cc1ccc(NC(=O)CSc2nc3ccccc3c(=O)n2CCCN2CCCCC2)cc1Cl	0.0	1	-0.9	0
O=C(CS(=O)c1ccc(C(F)(F)F)cc1[N+](=O)[O-])OCc1ccccc1 (stereo not given)	-0.3	-1	-0.5	-14
O=C(Nc1ccccc1C(=O)O)c1ccccc1Cl	-0.1	3	2.3	0
Cc1ccc(OCC(=O)NCCNC(=O)COc2ccc(C)cc2)cc1	0.0	9	-0.1	-2
CCOC(=O)c1c(C)oc2c1c(C=NCCC(=O)O)c(O)c1ccccc12	0.0	-1	-1.4	-2
COc1ccc([N+](=O)[O-])cc1NC(=O)/C=C/c1cccc2ccccc12	-0.1	0	1.5	0
Cc1cc2oc(-c3ccc4c(c3)OCCO4)cc(=O)c2cc1C	-0.1	9	-0.4	-15
O=C(N/N=C/c1ccco1)c1ccccc1Cl	0.1	10	1.8	-19
CC1CN(C(=O)CN2C(=O)c3cc(Cl)c(Cl)cc3C2=O)CC(C)O1 (stereo not given)	0.3	-4	0.9	9
COCCCNC(=O)c1ccc(CNC(=O)c2ccc(OC)c(OC)c2)cc1	0.5	6	0.3	13
Cc1ncc(CN2CCC(Oc3cccc(C(=O)NCc4cccnc4)c3)CC2)s1	0.0	-11	0.2	13
COCCCNC(=O)Cn1ncc2c(=O)oc3ccccc3c21	-0.2	1	0.6	-13
Cc1ccccc1CSc1n[nH]c(-c2ccncc2)n1	0.1	13	0.0	-4

Quoted from the entries so far, 5 compounds:
SMILES	FBW7 activator	MITF primary	GPR151 activ	TEAD-YAP inh
CCCCn1nc(C(N)=O)c2ccccc2c1=O	0.2	11	0.8	3
CCN(CC)c1ccc(C=Nc2ccc(NC(C)=O)cc2)cc1	0.1	2	-0.9	13
CC(=O)Nc1scc(-c2ccc3c(c2)OCO3)c1C#N	0.8	7	0.3	-13
N#C/C(=C\c1cccc(O)c1)c1nc2ccccc2o1	-0.1	8	0.7	0
Cc1ccc(NC(=O)CSc2nc3ccccc3c(=O)n2CCCN2CCCCC2)cc1Cl	0.0	1	-0.9	0

Later entries.
SMILES	FBW7 activator	MITF primary	GPR151 activ	TEAD-YAP inh
CN1CCC(NC2CCN(c3ccc(C(=O)N4CCc5ccccc5C4)cc3)CC2)CC1	-0.2	-7	-0.6	-6
CCO/N=C(\c1ccccc1)C1C(=O)c2ccccc2C1=O	0.0	-8	0.2	6
O=C(CCc1ccco1)NCCN1Cc2ccccc2OC(c2ccccc2)C1 (stereo not given)	0.6	-10	-0.5	8
CCCSc1nc(N2CCOCC2)c2c(c1C#N)CC(C)(C)OC2	0.1	25	-0.7	-2
Cc1ccc(CNc2nc(C)c(-c3ccn(C4CCCC4)n3)s2)o1	0.6	12	0.2	-5
CCn1c(SCC(=O)Nc2nc3ccc(OC)cc3s2)nc2cccnc21	0.4	-10	0.4	3
O=C(NCc1cccnc1)c1csc(N2CCCC2CO)n1 (stereo not given)	0.2	3	1.6	2
Cc1ccc(-c2c(C)sc3ncn(C(C)C(=O)O)c(=O)c23)cc1C (stereo not given)	0.6	7	1.0	-10
O=C(CSc1nc(NCc2ccc(Cl)cc2)c2ccccc2n1)N1CCN(c2ccccc2)CC1	-0.1	-5	-1.1	20
Cc1csc(NC(=O)CSc2nnc(NC(=O)CCc3ccccc3)s2)n1	0.0	-6	-1.5	-6
CCC(C)NC(=O)CSc1nc2ccccc2c(=O)n1CCCC(=O)NCCc1ccc(OC)c(OC)c1 (stereo not given)	0.0	-2	-1.1	2
Cc1ccc(COC(=O)c2nonc2N)c(C)c1	-0.1	4	-0.2	-2
COc1cccc(NC(=O)COC(=O)c2ccc(NC(N)=O)cc2)c1	-0.1	3	1.8	2
CCOC(=O)C1=CN(Cc2ccc(OC)cc2)C=C(C(=O)OCC)C1c1ccc(OC(F)(F)F)cc1	0.4	7	-0.5	-5
CN1CCN(C(=O)c2ccc(-c3cccc(C(=O)Nc4ccc(Oc5ccccc5)cc4)n3)cc2)CC1	-0.2	-12	0.8	-4
O=C(NCc1ccccc1Cl)C1CCC(Cn2c(SCc3cccc([N+](=O)[O-])c3)nc3ccccc3c2=O)CC1 (stereo not given)	-0.2	-6	1.0	-13
CC(C)(C)c1cnnn1-c1ccc(S(N)(=O)=O)cc1	-0.1	8	0.2	4
COc1ccc(C2CC(C(F)(F)F)n3ncc(C(=O)Nc4ccc(C)c(C)c4)c3N2)cc1OC (stereo not given)	0.3	18	0.0	-7
Cc1cccc(/C=N/NC(=O)c2cc(O)cc(O)c2)c1	0.0	-7	0.4	5
Cc1ccccc1Cc1c(C(=O)N2CCSCC2)c(=O)cc(C)n1Cc1ccncc1	0.1	8	0.5	-2
Brc1ccc2c(c1)c(-c1ccccc1)nc1nnnn12	-0.1	-8	-0.3	-1
CCCN1CCC(NCCc2cccc(Cl)c2)CC1	0.2	32	1.3	-9
O=c1cccc(-c2ccccc2)n1Cc1ccc(Br)cc1	0.2	12	-0.7	0
O=c1c2ccccc2c2ccccc2c(=O)n1-c1ccc([N+](=O)[O-])cc1	0.0	9	-0.7	-1

An excerpt from above in order of SMILES length, ascending.
SMILES	FBW7 activator	MITF primary	GPR151 activ	TEAD-YAP inh
O=c1cccc(-c2ccccc2)n1Cc1ccc(Br)cc1	0.2	12	-0.7	0
CCCSc1nc(N2CCOCC2)c2c(c1C#N)CC(C)(C)OC2	0.1	25	-0.7	-2
Cc1csc(NC(=O)CSc2nnc(NC(=O)CCc3ccccc3)s2)n1	0.0	-6	-1.5	-6
Cc1ccc(-c2c(C)sc3ncn(C(C)C(=O)O)c(=O)c23)cc1C (stereo not given)	0.6	7	1.0	-10

Compound activity as filed in PubChem BioAssay.
